Growth percent in the NCI-60 one-dose screen (48 h, 10 µM unless noted): 100 = growth as untreated, 0 = no growth, -100 = all killed.
UACC-62 = UACC-62 melanoma; 81,000 compounds, 5.4% hits
A549/ATCC = A549/ATCC NSCLC; 81,000 compounds, 3.7% hits
SK-MEL-5 = SK-MEL-5 melanoma | AID 1794755 | 80,000 compounds, 6.4% hits
UACC-257 = UACC-257 melanoma. 78,000 compounds, 4.4% hits. AID 1794764
MDA-MB-435 = MDA-MB-435 melanoma; 82,000 compounds, 7.8% hits
SK-MEL-2 = SK-MEL-2 melanoma. 77,000 compounds, 4.7% hits. AID 1794763
M14 = M14 melanoma; 80,000 compounds, 6.2% hits
SK-MEL-28 = SK-MEL-28 melanoma | 81,000 compounds, 4.1% hits
Active calls of the source: *; · = no result given; & = joins results of further samples; ! = repeats disagree; [ ] = remark or other dose. The calls were made as follows: active = growth percent below 10; inactive = the rest. Rows are unselected (roughly 11% active in at least one column).

The first 6 entries as a preview:
SMILES	UACC-62	A549/ATCC	SK-MEL-5	UACC-257	MDA-MB-435	SK-MEL-2	M14	SK-MEL-28
FC(F)(F)c1ccc(-c2cn3nc(-c4c[nH]c5ccc(Br)cc45)sc3n2)cc1	85	99	96	107	100	98	101	111
CCCCn1c(=O)c(-c2cc(-c3ccc(Cl)cc3)nc(-c3ccc(Cl)cc3)c2)cc2cc(Cl)ccc21	89	101	107	96	103	120	101	104
Cc1cc2occ(CC(=O)Nc3nnc(C4CC4)s3)c2cc1C	95	119	99	·	106	88	100	126
CN(C)c1ccc(Cc2ccc(N(C)C)cc2)cc1	107&97&88	92&87	98&96&94	111&100	107&118&100	90&114	89&106&95	110&110&108
O=c1[nH]c(CNc2ccc(S(=O)(=O)Nc3ncccn3)cc2)nc2ccccc12	101	98	·	82	103	101	95	106
CC(C)c1nn(-c2ccccc2)c(-n2ccnc2)c1/C=N/NC(N)=S	94	104	101	107	102	97	102	106

Main list, from the first entry:
SMILES	UACC-62	A549/ATCC	SK-MEL-5	UACC-257	MDA-MB-435	SK-MEL-2	M14	SK-MEL-28
FC(F)(F)c1ccc(-c2cn3nc(-c4c[nH]c5ccc(Br)cc45)sc3n2)cc1	85	99	96	107	100	98	101	111
CCCCn1c(=O)c(-c2cc(-c3ccc(Cl)cc3)nc(-c3ccc(Cl)cc3)c2)cc2cc(Cl)ccc21	89	101	107	96	103	120	101	104
Cc1cc2occ(CC(=O)Nc3nnc(C4CC4)s3)c2cc1C	95	119	99	·	106	88	100	126
CN(C)c1ccc(Cc2ccc(N(C)C)cc2)cc1	107&97&88	92&87	98&96&94	111&100	107&118&100	90&114	89&106&95	110&110&108
O=c1[nH]c(CNc2ccc(S(=O)(=O)Nc3ncccn3)cc2)nc2ccccc12	101	98	·	82	103	101	95	106
CC(C)c1nn(-c2ccccc2)c(-n2ccnc2)c1/C=N/NC(N)=S	94	104	101	107	102	97	102	106
C=C(C)[C@@H]1CC[C@]2(C(=O)NCCCCNCCCN)CC[C@]3(C)[C@H](CC[C@@H]4[C@@]5(C)CCC(=O)C(C)(C)[C@@H]5CC[C@]43C)[C@@H]12	97	100	97	102	99	123	104	109
O=Cn1nc(-c2ccc(Br)cc2)cc1-c1ccccn1	87	92	96	98	88	123	102	114
CN(C)CCNC(=O)OCCCCOc1cc(O)c2c(=O)cc(-c3ccccc3)oc2c1	-88*	4.9*	-100*	-80*	-51*	-60*	-75*	-92*
CCCCCCCCCCCCCCCCCC1=NC(CC)CO1 (stereo not given)	82	·	103	93	102	117	100	106
Cc1cc2nnc(-c3ccccc3)n2c(SCc2ccccc2)n1	83	92	83	98	106	86	96	104
O=C(Cc1ccccc1)Nc1ccc(-c2nc3ccccc3c(=O)[nH]2)cc1	87	94	98	87	105	95	101	103
CC(=O)Oc1ccc(C)cc1C	105	100	108	106	113	100	103	107
Cn1cc(C(=O)Nc2cc(C(=O)Nc3cc(C(=O)NCCC(=N)N)n(C)c3)n(C)c2)cc1NC(=O)CN=C(N)N	99	96	117	103	98	101	104	112
CCOC(=O)c1cn2c3c(cccc3c1=O)C(=O)/C(=C/c1ccc(C(F)(F)F)cc1)C2	69	92	89	77	95	87	96	81
Cc1ccc(OC(=O)c2ccccc2C)cc1	·	85	101	·	107	100	104	109
COC(=O)c1nc(N)nc(C(=O)OC)c1C(=O)c1ccncc1	100	119	104	111	111	108	108	113
O=C1/C(=C/c2cccc(F)c2)CN(C(=O)C(Cl)Cl)C/C1=C\c1cccc(F)c1	-83*	-29*	-82*	-42*	-90*	-38*	-70*	-80*
CN1C(=O)CN2CCc3ccccc3C2c2cc(Cl)ccc21 (stereo not given)	79	·	91	112	105	82	97	-90*
Cc1noc(C)c1S(=O)(=O)n1nc(Nc2ccc(Cl)cc2)nc1N	80	79	96	89	86	105	86	98
CC1OC(C(=O)N2CCN(CCO)CC2)CC1COC1CCCCC1 (stereo not given)	88[50 µM]	94[50 µM]	96[50 µM]	98[50 µM]	103[50 µM]	107[50 µM]	100[50 µM]	106[50 µM]
CC(C)C(C(=O)Nc1ccccc1O)N1C(=O)/C(=C/c2ccc(Br)cc2)SC1=S (stereo not given)	78	88	93	93	99	94	97	99
COc1cccc(NC(=O)c2sc3nc(C)c(C(O)c4ccccc4)cc3c2N)c1 (stereo not given)	32	22	-17*	71	5.3*	38	14	65
O=C(CN1CCN(c2cc(=O)[nH]c3ccc(F)cc23)CC1)Nc1ccc(F)cc1	77	93	97	95	102	104	93	98
COc1ccc(/C=C2\Cc3cc4c(cc3C2=O)OCO4)c(OC)c1	90	92	88	102	61	118	83	99
CCOC(=O)c1ccc(-n2nc(C(=O)NCCC(=O)O)nc2-c2ccccc2)cc1	103	99	100	105	99	110	100	104
O=S(=O)(C/C(=N/O)c1ccc(-c2ccccc2)cc1)c1ccccc1	86	87	99	99	98	107	112	111
COc1cccc(/C=C2\SC(=Nc3cc(C)on3)NC2=O)c1	97	100	99	97	103	121	86	107
COC(=O)CC1CC1C1Cc2c(nc(N(C)S(C)(=O)=O)nc2C(C)C)-c2ccc(F)cc21 (stereo not given)	56	92	57	84	87	81	70	104
COc1cccc(C2CC(=O)Nc3c(-c4ccc(F)cc4)nsc32)c1 (stereo not given)	82	79	74	92	95	90	97	99
c1ccc2cc(Cn3cc(CSc4nc5ccccc5s4)nn3)ccc2c1	85	93	107	100	105	91	99	102
COc1ccc(/C=C(/C(C)=O)c2ccccc2)cc1	94	77	94	71	93	86	103	101
CC(C)(C)OC(=O)n1cc(-c2nc(-c3c[nH]c4c(Cl)nccc34)cs2)c2ccccc21	103	76	93	90	89	101	95	110
COc1ccc(-c2cc(C(=O)N3CCC(Cc4ccccc4)CC3)nn2-c2ccc(S(C)(=O)=O)cc2)cc1	90	95	102	100	103	100	103	109
COc1c2ccoc2c(/C=C/C=O)c2oc(-c3ccccc3)cc(=O)c12	83	91	49	108	65	78	71	102
C/C(Cc1ccc(Cl)cc1)=C(/c1ccc(Cl)cc1)c1ccc(OCCN(C)C)cc1	82	58	67	71	45	109	·	84
O=C(CCc1ccc(O)cc1)N/N=C/c1cc(Br)ccc1O	38	48	45	55	56	81	40	69
CC1=CSc2nnc(CSC(SCc3nnc4n3NC(C)=CS4)c3ccccc3)n2N1	89	97	96	·	105	98	97	111
CC(=O)Oc1ccc(/C=C/C(=O)N[C@@H](Cc2ccccc2)C(O)C(=O)NCc2ccccc2)cc1OC(C)=O (stereo not given in full)	96	88	82	91	72	110	85	88
CC1=C(C(=O)c2ccccc2)C(c2ccc3c(c2)OCO3)NC(=O)N1 (stereo not given)	94	101	99	98	90	105	100	117
O=C(O)C(c1ccc(Cl)cc1)c1ccc(Cl)cc1	95	95	101	101	111	111	104	119
COC(=O)C(N)CCCCNC(c1ccccc1)(c1ccccc1)c1ccccc1 (stereo not given)	100	89	95	74	95	120	104	104
CN1CCN(C(=O)CNc2nnc(-c3cccnc3SCc3ccccc3)s2)CC1	98	104	100	103	95	88	91	110
C=C(C)CN=CC1(C)CCC(C)=CO1 (stereo not given)	97	99	101	104	105	101	104	111
Clc1cc2nc(-c3cc(-c4ccc5c(c4)OCO5)n[nH]3)[nH]c2cc1Cl	32	67	65	78	67	67	64	92
COc1ccc(C2=NN(CC(=O)Nc3nc4ccccc4s3)C(=O)CC2)cc1	85	93	94	85	105	95	99	107
CCN1C(=O)/C(=c2\sc3n(c2=O)C2C(NN=3)N(CC)C(=O)N2CC)c2ccccc21 (stereo not given)	33	33	13	96	-33*	60	46	54
CC1CCCN(C(=O)Nc2ccc([N+](=O)[O-])cc2)C1 (stereo not given)	90	93	104	102	113	87	98	111
N=C(N)c1ccc(-c2ccc(-c3ccc(F)cc3F)o2)nc1	97	88	95	104	93	108	98	97
CCOP(=O)(OCC)/C(C#N)=C/c1c(C)[nH]c2ccccc12	82	93	91	93	13	99	92	113
CN(C)C(=O)c1cccc(NC(=O)NCc2cccc(N3C(N)=NC(N)=NC3(C)C)c2)c1	90	55	101	101	101	107	98	108
O=C(CC(=O)C(F)(F)F)c1cccnc1	101	99	102	97	110	108	101	109
C[N+](C)(C)CC(O)CC(=O)O (stereo not given)	·	99	99	106	105	106	102	101
COc1ccc2c(c1)c(-c1nc(-c3cn(C)c4ncccc34)cs1)cn2CCNC(=O)OC(C)(C)C	·	68	45	108	96	89	72	93
CC(Cl)CCN1CCCCC1 (stereo not given)	101	100	98	99	103	107	101	105
O=C(CSc1nc2ccccc2c(=O)n1-c1ccccc1)Nc1ccc(-c2nc3ccc([N+](=O)[O-])cc3[nH]2)cc1	52	93	91	96	80	90	93	83
N#CC(c1ccccc1)C1CCN(Cc2ccccc2)CC1 (stereo not given)	102	94	114	109	105	108	93	109
O=C(CC(O)c1coc(-c2ccc(Cl)cc2)n1)c1ccc(Br)cc1 (stereo not given)	97	76	110	73	112	·	104	115
COc1ccc(/C=N/NC(=O)c2[nH]c(=O)c3c(=O)[nH]c(-c4ccccc4)cc3c2O)cc1	100	90	·	91	96	·	105	98
COc1ccc(-c2nn(-c3ccc(Cl)cc3)cc2-c2nc3ccccc3[nH]2)cc1	76	95	·	101	98	101	90	99

Continuation:
SMILES	UACC-62	A549/ATCC	SK-MEL-5	UACC-257	MDA-MB-435	SK-MEL-2	M14	SK-MEL-28
CC(C)n1cnc2c(Nc3cccc(Cl)c3)nc(N[C@H]3CCCC[C@@H]3N)nc21	68	56	53	64	48	78	41	62
O=C(c1nc2ccccc2[nH]1)C1[C@@H](c2cccc(O)c2)C2CC3CCCCC3N2[C@@]12C(=O)Nc1cc(Cl)ccc12 (stereo not given in full)	48	27	37	49	29	60	29	45
O=C1C=CC[C@H](/C=C/c2ccccc2)O1	6.2*!	7.9*!	-12*!	15&47	4.1*!	-43*	28&54	-23*!
CC(=O)Oc1c(C(C)C)cccc1C(C)(C)C	106	110	103	113	108	108	107	111
Cc1ccc(C2=NN3C(C2)c2cc(Br)ccc2OC3c2cccc(Cl)c2)s1 (stereo not given)	95	103	96	101	98	96	100	105
CCOC(=O)/C=C/c1nc(C#N)c(N(C)C)o1	93	91	101	95	100	100	102	91
CCC(C)(C)C(=O)O[C@H]1C[C@@H](C)C=C2C=C[C@H](C)[C@H](CC[C@@H]3CC(SCCN)CC(=O)O3)[C@H]21 (stereo not given in full)	84	76	89	78	93	91	60	102
COc1ccccc1NCC(=O)Nc1ncc(Cc2ccccc2)s1	74	97	88	89	98	103	101	115
CCN1CCN(C2=NC(=O)/C(=C/c3cccs3)S2)CC1	97	96	106	102	123	113	107	116
COc1ccc2nc3cc(Cl)ccc3c(N3CCN(c4ccnc(N5CCCC5)n4)CC3)c2c1	115	102	98	104	98	·	117	132
CCCCCCCNC1=C(OCC)C(=O)c2ccccc2C1=O	105	105	100	103	108	110	102	103
NC(=O)OCCO	100	100	95	96	111	100	95	113
CCOC(=O)c1ccc2c(c1)nc(/C=C/c1ccc(OC)cc1)n2-c1cc(C(C)(C)C)[nH]n1	35	79	74	79	84	80	94	91
CCCCC1(C)NC(=O)NC1=O (stereo not given)	100	98	105	106	105	117	110	114
CC(C)(C)c1cc(Br)cc(C(C)(C)C)c1O	99	91	102	104	96	118	115	112
Cc1cccc(/C=C/c2ccccc2)n1	105	94	106	108	113	104	116	118
CN(C)c1ccc(N=Nc2ccccn2)c(O)c1	-28*	12	·	-9.3*	33	27	-2.1*	33
COc1ccc(N2C(=O)c3cc(Cl)ccc3NC2SCc2ccccc2)cc1 (stereo not given)	70	91	102	98	94	99	·	99
COc1cc(C(=O)Nc2cccc(C3CCc4c(cc(OC)c(OC)c4OC)O3)c2)cc(OC)c1OC (stereo not given)	37	72	39	84	38	65	55	89
CC(=O)/C(Cc1ccccc1)=N/O	98	95	106	90	103	100	95	110
c1ccc(-c2nc(-c3cccs3)no2)cc1	93	107	98	103	113	103	111	118
CC(C)CCNC(=O)CCn1ccc(N2CCCCC2)cc1=O	106	97	·	104	100	112	104	102
Cc1nc(-c2cc3ccccc3oc2=O)ccc1C(=O)/C=C/c1ccc([N+](=O)[O-])cc1	88	111	114	117	102	137	106	110
Cc1cc(=O)oc2cc(OC(=O)N3CCOCC3)ccc12	93	98	100	102	100	106	100	103
Cn1cnc2c1c(=O)n(CCC(=O)Nc1ccccc1)c(=O)n2C	·	91	108	·	106	108	97	110
CN1CCN(c2ccc(Nc3nc(NCCNS(=O)(=O)c4ccc(Br)cc4)c4sccc4n3)cc2)CC1	100	101	97	110	97	83	107	105
COc1cccc(C2C(=O)c3ccccc3-c3cn(Cc4ccccc4)c4cccc2c34)c1 (stereo not given)	91	87	110	97	100	·	98	114
CC1(C)CCC(C)(C)C2CC3CC4C(CC3CC21)C(C)(C)CCC4(C)C (stereo not given)	98	101	101	93	103	98	100	113
CCn1c(=O)c(/C=N/Nc2nc(-c3ccccc3)cs2)c(O)c2ccccc21	102	103	101	104	99	103	99	106

A different layout for some results above:
molecule: Cn1cnc2c1c(=O)n(CCC(=O)Nc1ccccc1)c(=O)n2C
  UACC-62: ·
  A549/ATCC: 91
  SK-MEL-5: 108
  UACC-257: ·
  MDA-MB-435: 106
  SK-MEL-2: 108
  M14: 97
  SK-MEL-28: 110

molecule: CN1CCN(c2ccc(Nc3nc(NCCNS(=O)(=O)c4ccc(Br)cc4)c4sccc4n3)cc2)CC1
  UACC-62: 100
  A549/ATCC: 101
  SK-MEL-5: 97
  UACC-257: 110
  MDA-MB-435: 97
  SK-MEL-2: 83
  M14: 107
  SK-MEL-28: 105
